IL-2 act: activators of IL-2; 360,000 compounds, 0.065% hits; IL-2 activation reporter assay, cell-based qHTS; stimulated with anti-CD3/CD4/CD28 beads; in transgenic mouse T cells; activation, % (series mostly up to about 46 µM); in the data active = activation above about 50%; inconclusive = mostly about 30% to 49%; also: 0% is about no effect
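Unstimulated transgenic mouse T cells, 750 per well, received compound and, after 60 minutes, anti-CD3/anti-CD4 bead plus anti-CD28 stimulation. EGFP and DsRed were quantified after 18 hours.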
WRN inhibitor: WRN helicase (human) inhibition | 360,000 compounds, 0.46% hits | WRN helicase unwinding, fluorescent forked duplex, kinetic | Potency, µM (highest dose often 114 µM), inactives show at the top dose activity change, negative = inhibition, actives largely listed as inhibitors; also: potency is read from the fitted curve at half-maximal effect; % is scaled to controls: 0 for no effect and ±100 for the full control effect; nearly all actives have a fitted effect of over 55% in size
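Enzyme (20 nM final) and test compound sit together 15 min at room temperature before substrate addition. Substrate is a single-forked duplex oligonucleotide (100 nM) labelled with fluorophore and quencher, with 2 mM ATP; helicase unwinding raises red fluorescence, read kinetically.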
PLK1 PBD block: blocks phosphopeptide binding to human PLK1 polo-box domain | P53350 | Plk1 PBD binding of FITC phosphopeptide, fluorescence polarization | Potency, µM, for inactives: max response, negative = inhibition, usual class: inhibitors | 360,000 compounds, 2.8% hits | AID 720504; also: potency is read from the fitted curve at half-maximal effect; series mostly up to about 57 µM; % is scaled to controls: 0 for no effect and ±100 for the full control effect; nearly all actives have a fitted effect of over 65% in size
PI5P4Ka inh: PI5P4K alpha (human) kinase inhibition; max response, %; 330,000 compounds, 1.2% hits; PI5P4Kalpha enzyme, ADP-Glo luminescence, 60 min; stronger effect = lower value; active = max response of -50% or lower; inconclusive = between -30% and -50%; inactive = -30% or higher; also: value at the top dose of about 77 µM; % is scaled to controls: 0 for no effect and ±100 for the full control effect
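Human PI5P4Kalpha with substrate in 0.038 M HEPES pH 7.4, 0.28 mM EGTA, 0.1% CHAPS, 5% DMSO; reaction started with 5 microM ATP (final), 60 min at room temperature. ADP formed read by ADP-Glo luminescence.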
EPAC1 antagonist: EPAC1 (human) antagonism. O95398. EPAC1 GEF assay, Rap1b-BODIPY-GDP exchange fluorescence. Potency, µM (highest dose often 115 µM), for inactives: at the highest dose activity change, negative = inhibition, actives largely listed as inhibitors. 360,000 compounds, 0.14% hits. AID 720709;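 also: potency is read from the fitted curve at half-maximal effect; plate controls were vehicle for no effect and positive control for full effect; nearly all actives have a fitted effect of over 50% in size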
EPAC2 agonist: activates human EPAC2 exchange factor. Potency, µM (doses to about 154 µM), for inactives: at the top dose activation, usual class: activators. EPAC2 activation, biochemical qHTS; response scale: 100% = 6.5 mM cAMP response. AID 720711. 360,000 compounds, 0.079% hits. Q8WZA2; also: potency is read from the fitted curve at half-maximal effect; nearly all actives have a fitted effect of over 50% in size
Target sequence (Q8WZA2 whole entry, looked up): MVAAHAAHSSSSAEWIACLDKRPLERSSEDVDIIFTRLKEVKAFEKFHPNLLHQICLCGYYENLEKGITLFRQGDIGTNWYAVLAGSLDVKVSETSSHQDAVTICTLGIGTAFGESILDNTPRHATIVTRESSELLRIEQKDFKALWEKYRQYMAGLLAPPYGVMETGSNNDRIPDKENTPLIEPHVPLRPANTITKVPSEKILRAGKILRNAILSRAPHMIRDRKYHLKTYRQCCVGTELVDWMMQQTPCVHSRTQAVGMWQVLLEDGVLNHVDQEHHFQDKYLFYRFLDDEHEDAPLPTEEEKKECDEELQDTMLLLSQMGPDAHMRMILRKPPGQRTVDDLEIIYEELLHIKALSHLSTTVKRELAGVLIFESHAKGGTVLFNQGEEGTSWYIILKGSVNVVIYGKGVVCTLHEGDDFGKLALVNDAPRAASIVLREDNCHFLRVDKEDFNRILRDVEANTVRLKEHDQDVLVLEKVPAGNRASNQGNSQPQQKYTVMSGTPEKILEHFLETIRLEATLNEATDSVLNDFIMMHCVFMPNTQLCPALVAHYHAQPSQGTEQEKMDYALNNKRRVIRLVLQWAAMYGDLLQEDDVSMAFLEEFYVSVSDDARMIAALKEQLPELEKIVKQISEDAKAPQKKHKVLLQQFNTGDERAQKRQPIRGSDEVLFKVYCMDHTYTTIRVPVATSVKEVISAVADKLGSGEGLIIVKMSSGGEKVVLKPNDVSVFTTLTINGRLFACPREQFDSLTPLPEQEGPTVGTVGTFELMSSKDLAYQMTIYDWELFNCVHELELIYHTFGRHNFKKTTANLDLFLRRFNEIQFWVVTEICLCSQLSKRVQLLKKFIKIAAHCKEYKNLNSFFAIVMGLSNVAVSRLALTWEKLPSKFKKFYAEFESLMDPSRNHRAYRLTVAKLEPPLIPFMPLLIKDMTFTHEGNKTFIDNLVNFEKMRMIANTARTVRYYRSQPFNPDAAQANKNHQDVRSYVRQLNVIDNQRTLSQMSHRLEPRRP
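In this primary screen, activation is scored as increased exchange of BODIPY-GDP from Rap1B by 100 nM EPAC2, with 50 uM GDP as competitor. Signal is normalized to the 6.5 mM cAMP agonist control.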
EPAC1 ag: EPAC1 (human) agonism | 360,000 compounds, 0.073% hits | EPAC1 agonist qHTS, biochemical assay; response scale: 100% = response to 6.5 mM cAMP | O95398 | Potency, µM (top dose mostly 154 µM), inactives show at the highest dose activation, most hits filed as activators; also: potency is read from the fitted curve at half-maximal effect; nearly all actives have a fitted effect of over 60% in size
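Fluorescent GDP-exchange assay: 100 nM EPAC1 with 250 nM Rap1B preloaded with BODIPY-GDP and 50 uM GDP; compounds tested as concentration series, 5 min at room temperature, then read every 5 min for 30 min (ex 480/em 540 nm); normalized to 6.5 mM cAMP.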
CCT chaperon mod: cytosolic chaperonin activity modulation; purified chaperonin ATPase assay, HTRF ADP detection, 30 min; activity change, % (concentration not given with the values), hits read low; 360,000 compounds, 0.3% hits; in the data active = activity change below about -30%; also: % is scaled to controls: 0 for no effect and ±100 for the full control effect
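First, chaperonin was dispensed at 40 nM or 20 nM final depending on batch activity. Next, compounds were pinned at 76 uM and ATP added at 10 uM. After 30 min at 37 °C, ADP detection reagents ran 30 min at ambient temperature.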
* = called active by the depositor; ? = inconclusive; / = not tested or not shown; [ ] = another dose, or the depositor's remark. Unless noted, calls follow the shape of the dose curve; as a rule, active = well fitted curve in the direction sought with a large enough effect; inconclusive = small, poorly fitted or top-dose-only effect, or another doubt; inactive = no such curve, though single readings can be large; an effect the other way counts as inactive or inconclusive. Only part of the results is shown. The share of hits here may be higher or lower than overall.

No.	Compound	IL-2 act	WRN inhibitor	PLK1 PBD block	PI5P4Ka inh
1	CN1CCN(c2c([N+](=O)[O-])cnc3ccccc23)CC1	1.1	-4%	2%	-4
2	CCN(CC)S(=O)(=O)c1ccc2[nH]c(=O)c3ccccc3c2c1	0.8	13%	7%	-2
3	O=C(CN1CCN(S(=O)(=O)c2ccc(Cl)cc2)CC1)Nc1ccc2c(c1)CCC2	-5.3	-24%	-2%	-3
4	CCN(CC)C(=O)C1CCCN(Cc2ccccc2F)C1 (configuration not stated)	-2.2	25%	-3%	0
5	COCc1cc(C)nc(N2CCOCC2)c1C#N	-0.9	1%	-5%	-2
6	CC1(Oc2cccc(C#N)c2)CCN(Cc2csc3ccccc23)C1 (configuration not stated)	-0.3	1%	-5%	-3
7	CCn1c(COC(=O)CNC(=O)c2ccccc2F)nc2cc(S(=O)(=O)N(C)C)ccc21	-2.5	1%	-8%	-1
8	COc1cccc(CNS(=O)(=O)c2cccc(S(=O)(=O)N3CCOCC3)c2)c1	-0.5	-1%	-8%	/
9	CCn1c(SCC(=O)Nc2cccc(C)c2)nc2ccccc2c1=O	-2.5	2%	-8%	-4
10	COC(=O)CC1=NN(c2ccc(OC)cc2)C(=O)/C1=C\c1ccc(Cl)cc1	-0.3	-16%	2.4µM*	-14
11	CCOC(=O)C(C(=O)N(C)C)c1ncc(C(F)(F)F)cc1Cl (configuration not stated)	0.7	-1%	-3%	/
12	Cn1c(=N)n(CC(=O)c2ccc(Br)s2)c2ccccc21	-0.4	10%	-7%	1

No.	EPAC1 antagonist	EPAC2 agonist	EPAC1 ag	CCT chaperon mod
1	-19%	4%	-3%	1.3
2	1%	2%	2%	-1.2
3	-11%	5%	2%	-1.6
4	4%	-10%	-12%	0.7
5	?	9%	-6%	1.7
6	-17%	12%	0%	0.3
7	4%	17%	5%	-3.7
8	0%	6%	5%	-0.2
9	-11%	3%	-5%	-1.5
10	?	1%	2%	-4.6
11	14%	13%	4%	-2.3
12	5%	-2%	4%	-4.1

Remaining list, next part.
No.	Compound	IL-2 act	WRN inhibitor	PLK1 PBD block	PI5P4Ka inh
13	CC(C)(C)C(=O)Nc1cc(NC(=O)C(C)(C)C)cc(C(=O)Nc2cc(C(=O)O)cc(C(=O)O)c2)c1	-4.3	6%	-3%	-3
14	CCOC(=O)c1c(C)n(C)c2ccc(OCC(O)CN3CCC(C)CC3)cc12 (configuration not stated)	-1.3	7%	-7%	-7
15	Cc1ccc(NC(=S)NCC(C)C)cc1	0.2	1%	-9%	-4
16	Cc1ccccc1Cn1ccc(NC(=O)c2cnn3c(C(F)(F)F)cc(-c4ccco4)nc23)n1	1.9	3%	-12%	/
17	C[C@H]1CN=C(Nc2ccccc2)N1CCc1ccccc1	0.7	8%	2%	3
18	COc1cc(NC(=O)C/C(C)=N/NC(=O)C(=O)NC2CCCCC2)c(OC)cc1Cl	1.1	-1%	4%	0
19	Cc1cc(C)nc(SCCC(=O)Nc2ccc(F)cc2)n1	-0.8	5%	-9%	4
20	CCC1CCCCN1Cc1nc(Cc2ccccc2Cl)no1 (configuration not stated)	-1.6	-12%	2%	1
21	COc1ccc(N(CC(=O)Nc2ccccc2C(=O)NCc2ccco2)S(C)(=O)=O)cc1	-0.6	-1%	0%	/
22	CN(C(=O)CSc1nc2ccccc2c(=O)n1-c1ccccc1F)C1CCS(=O)(=O)C1 (configuration not stated)	0.2	-4%	-13%	-5
23	CCN1CCN(CC(=O)Nc2ccc3c(c2)OCCO3)C(=O)C1=O	4.3	-3%	-7%	5
24	CCOC(=O)Cn1nc(-c2ccc(Cl)cc2)cc1N	-1.5	5%	-1%	0

No.	EPAC1 antagonist	EPAC2 agonist	EPAC1 ag	CCT chaperon mod
13	-1%	3%	9%	-5.6
14	-5%	5%	-4%	-3.1
15	-2%	8%	-1%	-0.8
16	10%	4%	13%	-1.8
17	-19%	8%	-3%	-11
18	5%	-8%	-8%	-2.6
19	-12%	6%	14%	2.4
20	-2%	6%	3%	0.2
21	3%	5%	1%	-0.5
22	-2%	10%	1%	-4.3
23	-14%	4%	-22%	0.2
24	-2%	0%	9%	-0.7

Later entries:
No.	Compound	IL-2 act	WRN inhibitor	PLK1 PBD block	PI5P4Ka inh
25	Cc1nccn1CC(O)COc1ccc(Cl)cc1Cl (configuration not stated)	0.1	13%	-3%	-3
26	COC(=O)c1ccc(COC(=O)c2ccc(C)c(S(=O)(=O)N3CCCCC3)c2)cc1	-3.5	-14%	-11%	8
27	COc1ccc(N2CC(C)(C)[C@H](CC(=O)Nc3ccc(Br)cc3)C2=O)cc1	-1.4	1%	3%	1
28	CN(c1cccc(NC(=O)c2cccc([N+](=O)[O-])c2)c1)S(C)(=O)=O	-1.9	3%	-1%	0
29	CC(C)Oc1ccc2c(=O)c(-c3ccccc3)coc2c1	-0.5	6%	3%	-7
30	Cc1ccccc1S(=O)Cc1ccc(C(=O)NCCN2CCOCC2)o1 (configuration not stated)	0.7	12%	-6%	-2
31	CC(=O)NC1C(O)OC(CO)C(O)C1O (configuration not stated)	2.0	3%	-3%	-2
32	CCN(CC)C(=O)C1CCCN(Cc2ccc(OC)c(C)c2)C1 (configuration not stated)	-4.3	5%	-5%	-27
33	O=C(Nc1nccs1)C1CCN(S(=O)(=O)c2cccs2)CC1	-0.6	1%	-3%	-7
34	CC(c1nnc(SCC(=O)Nc2cccnc2Cl)n1Cc1ccccc1)N(C)C (configuration not stated)	0.8	-16%[57.1 µM]	-18%	8
35	Cc1ncc(CN2CCCC(CCC(=O)NCc3ccccc3F)C2)s1 (configuration not stated)	-2.9	4%	4%	-27
36	O=C(Nc1cc(C(F)(F)F)ccc1-n1cncn1)c1ccc(Cl)cc1	-0.9	-5%	-14%	1

No.	EPAC1 antagonist	EPAC2 agonist	EPAC1 ag	CCT chaperon mod
25	-10%	-3%	12%	-1.4
26	-8%	8%	0%	-2.5
27	4%	8%	-6%	-0.2
28	-8%	2%	3%	0.0
29	-8%	-1%	-17%	-1.8
30	13%	-6%	-1%	0.3
31	1%	-3%	-3%	-1.5
32	-6%	8%	14%	0.3
33	9%	4%	-1%	0.7
34	-32%	-9%	-2%	1.3
35	7%	6%	-4%	-1.1
36	-7%	-4%	-1%	-5.9

Sorted by the number under PI5P4Ka inh (smallest number first): three of the compounds above
no.	structure	PI5P4Ka inh
35	Cc1ncc(CN2CCCC(CCC(=O)NCc3ccccc3F)C2)s1 (configuration not stated)	-27
25	Cc1nccn1CC(O)COc1ccc(Cl)cc1Cl (configuration not stated)	-3
31	CC(=O)NC1C(O)OC(CO)C(O)C1O (configuration not stated)	-2

The listing picks up, repeating the 2 entries before the break.
No.	Compound	IL-2 act	WRN inhibitor	PLK1 PBD block	PI5P4Ka inh
35	Cc1ncc(CN2CCCC(CCC(=O)NCc3ccccc3F)C2)s1 (configuration not stated)	-2.9	4%	4%	-27
36	O=C(Nc1cc(C(F)(F)F)ccc1-n1cncn1)c1ccc(Cl)cc1	-0.9	-5%	-14%	1
37	COc1ccc(NC(=O)N2CCNC(=O)C2CC(=O)Nc2ccc(F)cc2)cc1 (configuration not stated)	-1.3	-26%	-10%	-6
38	COc1ccccc1C(=O)N1CCN(C(=O)[C@H]2O[C@@H](n3ccc(N)nc3=O)[C@H](O)[C@@H]2O)CC1	-0.5	3%	-1%	0
39	O=C(C(=O)N1CCN(c2cccc(Cl)c2)CC1)c1cn(CC(=O)N2CCOCC2)c2ccccc12	0.0	2%[57.1 µM]	-1%	-3
40	CC(=O)C1(O)C(C)CC2C3CC=C4CC(O)CCC4(C)C3CCC21C (configuration not stated)	0.1	2%	3%	-7
41	Cc1ccc(NC(=O)CSCC(=O)NC2=NCCS2)cc1	-0.2	-5%	0%	1
42	CC(=O)C1=C(O)C(=O)N(CCc2c[nH]c3ccccc23)C1c1ccc(C)cc1 (configuration not stated)	-1.2	8%	-6%	1
43	COc1ccc(-c2cc(=O)oc3c(C)c(OC(C)C(C)=O)ccc23)cc1 (configuration not stated)	-2.2	-10%	-5%	12
44	CC1(c2nnc(-c3ccc(Cl)cc3)o2)CC(c2cccnc2)=NO1 (configuration not stated)	-0.3	1%	-2%	9
45	Cc1ccc(Cn2c(C(C)Nc3nc(-c4ccc(F)cc4)cs3)nc3cc(C(=O)NCCCO)ccc32)cc1 (configuration not stated)	-2.1	3%	-20%	14
46	CS(=O)(=O)c1ncc(CO)n1Cc1ccccc1	0.1	15%	-5%	-2
47	O=C(O)c1ccc(S(=O)(=O)c2ccc(Sc3ccc(C(=O)O)c(C(=O)O)c3)cc2)cc1	1.8	-12%	-22%	-24
48	Cc1cccc(C)c1NC(=O)C[n+]1cc(-c2ccccc2)n2c1CCC2	-0.5	4%	-5%	9

No.	EPAC1 antagonist	EPAC2 agonist	EPAC1 ag	CCT chaperon mod
35	7%	6%	-4%	-1.1
36	-7%	-4%	-1%	-5.9
37	-1%	-6%	-1%	-4.7
38	-8%	5%	-1%	-1.9
39	3%	3%	-7%	-1.7
40	-12%	1%	-4%	-0.1
41	11%	-2%	-6%	-1.3
42	-23%	-9%	-15%	1.4
43	-14%	11%	-8%	-0.1
44	-1%	6%	7%	0.2
45	-11%	-4%	-12%	-2.5
46	5%	4%	8%	-0.4
47	1%	6%	7%	-1.6
48	-10%	9%	7%	-8.0

Entries by screen from the list.
Entries 9 to 12 in EPAC1 ag, in turn: -5%, 2%, 4%, 4%
Entries 9 to 12 in IL-2 act, in turn: -2.5, -0.3, 0.7, -0.4
Entries 9 to 12 in EPAC1 antagonist, in turn: -11%, ?, 14%, 5%

High-throughput results from PubChem.
